# ABCG2 block – ABCG2 efflux pump inhibitors, primary screen, multiplex with ABCB1, IgMXP3 cells, flow cytometry | 0.1% of 190,000 active | AID 1325, 2008 | inhibition, % at 6.6 µM | JC-1 efflux | Broad substrate specificity ATP-binding cassette transporter ABCG2 (Homo sapiens), Q9UNQ0;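 active = inhibition above 80%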;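 note: 0% = DMSO and 100% = nicardipine control wells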
#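 Measure – % inhibition of efflux relative to nicardipine and DMSO · Test system – ABCG2 IgMXP3 and barcoded ABCB1 CCRF-Adr cell mix · Control set – nicardipine as high control, DMSO as low control · Compound – one concentration, 6.6 µM final · Signal – flow cytometry of retained JC-1 fluorescence · Timing – 10 min exposure at 25 °C with rotation, no wash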
# Mcl-1 Bim block – inhibitors of Bim peptide binding to Mcl-1, primary screen, biochemical, bead-based flow cytometry, multiplex; Induced myeloid leukemia cell differentiation protein Mcl-1 (Homo sapiens), Q07820; Bim peptide-Mcl-1 binding; inhibition, % at 10 µM; 0.1% of 190,000 active;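 note: 0% = no compound tracer wells and 100% = peptide blocker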
# Bim-Bcl-XL – inhibitors of Bim-Bcl-XL binding, primary screen, biochemical, multiplexed, bead flow cytometry, human Bcl-XL | AID 1007, 2008 | 0.04% of 190,000 active | inhibition, % at 10 µM | Bim peptide-Bcl-XL binding, fluorescence
# Target sequence (Q07817 whole entry, looked up): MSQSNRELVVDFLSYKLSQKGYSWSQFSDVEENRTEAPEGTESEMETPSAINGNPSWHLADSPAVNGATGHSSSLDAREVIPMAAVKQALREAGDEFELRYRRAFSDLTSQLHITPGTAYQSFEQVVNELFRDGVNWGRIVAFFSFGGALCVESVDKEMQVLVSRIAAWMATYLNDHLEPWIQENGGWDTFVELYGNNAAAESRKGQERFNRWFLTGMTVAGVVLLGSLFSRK
# Bim-Bcl-W – inhibitors of Bim binding to Bcl-W, primary screen, biochemical, multiplexed, bead-based flow cytometry. AID 952, 2007. 0.02% of 190,000 active. inhibition, % at 10 µM. Bcl-2-like protein 2 (Homo sapiens), Q92843. Bim peptide-Bcl-W binding;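 note: 0% = bound tracer without compound and 100% = peptide blocker; higher means less fluorescent Bim peptide bound to Bcl-W beads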
# Bcl-B Bim block – inhibitors of Bim-Bcl-B binding, primary screen, biochemical, multiplexed, human Bcl-2 family; bead-based flow cytometry, Bim peptide-Bcl-B binding; 0.073% of 190,000 active; Bcl-2-like protein 10 (Homo sapiens), Q9HD36; inhibition, % at 10 µM;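 note: 0% = tracer peptide without compound and 100% = reference inhibitor peptide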
# Target sequence (Q9HD36 whole entry, looked up): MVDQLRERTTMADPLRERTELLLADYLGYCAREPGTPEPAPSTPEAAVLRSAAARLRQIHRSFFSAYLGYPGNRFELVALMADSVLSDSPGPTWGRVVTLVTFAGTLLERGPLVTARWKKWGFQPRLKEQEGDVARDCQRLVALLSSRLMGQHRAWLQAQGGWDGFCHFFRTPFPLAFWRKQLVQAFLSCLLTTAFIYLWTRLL
# RGS8-Gao – RGS8-Galphao binding modulators, primary screen, biochemical, multiplexed bead flow cytometry | response (percent of control binding), % at 10 µM | actives lie on both sides | AID 1423, 2008 | Guanine nucleotide-binding protein G(o) subunit alpha (Homo sapiens), P09471 | 0.34% of 220,000 active; in the data active = response below about 60% or above about 140%; inactive = in between;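 note: Galphao activated as the GDP aluminium fluoride complex binding bead-coupled RGS8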
# Target sequence (P09471 whole entry, looked up): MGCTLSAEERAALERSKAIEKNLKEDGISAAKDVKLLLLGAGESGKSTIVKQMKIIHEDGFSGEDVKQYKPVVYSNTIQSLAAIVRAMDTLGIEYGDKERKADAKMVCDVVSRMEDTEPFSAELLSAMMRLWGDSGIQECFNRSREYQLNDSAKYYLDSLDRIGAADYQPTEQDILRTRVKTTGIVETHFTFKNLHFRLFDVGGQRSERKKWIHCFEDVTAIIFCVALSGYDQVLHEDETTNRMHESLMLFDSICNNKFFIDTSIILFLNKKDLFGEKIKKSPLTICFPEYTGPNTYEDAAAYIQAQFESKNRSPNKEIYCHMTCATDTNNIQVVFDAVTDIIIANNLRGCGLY
# Bcl-2 Bim block – inhibitors of Bim-Bcl-2 binding, primary screen, biochemical, multiplexed, human Bcl-2 family; Apoptosis regulator Bcl-2 (Homo sapiens), P10415; Bead-based flow cytometry, Bim peptide-Bcl-2 binding; inhibition, % at 10 µM; 0.06% of 190,000 active; AID 950, 2007; in the data active = inhibition above about 40%; inconclusive = no clear call, values can overlap the other calls;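 note: 0% = no compound wells with probe peptide and 100% = reference peptide inhibitor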
# Target sequence (P10415 whole entry, looked up): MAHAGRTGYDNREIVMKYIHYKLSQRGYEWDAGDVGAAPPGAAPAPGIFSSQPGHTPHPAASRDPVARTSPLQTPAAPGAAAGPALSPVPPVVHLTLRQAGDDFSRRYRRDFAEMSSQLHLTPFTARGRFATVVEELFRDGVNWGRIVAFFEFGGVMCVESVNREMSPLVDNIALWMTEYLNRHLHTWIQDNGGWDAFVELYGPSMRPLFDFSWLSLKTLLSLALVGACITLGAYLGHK
# ABCB1 inh – ABCB1 efflux pump inhibitors, primary screen, cell-based, multiplex, flow cytometry, ABCG2 counter-screen; 0.067% of 190,000 active; ATP-dependent translocase ABCB1 (Homo sapiens), P08183; AID 1326, 2008; CCRF-Adr cells, JC-1 efflux; inhibition, % at 6.6 µM; in the data active = inhibition above about 40%;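 note: 0% = vehicle and 100% = reference inhibitor; higher value means more JC-1 retained so stronger ABCB1 efflux block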
# Bim-Bfl-1 – inhibitors of Bim binding to Bfl-1, primary screen, biochemical, multiplexed, bead-based flow cytometry; Bcl-2-related protein A1 (Homo sapiens), Q16548; inhibition, % at 10 µM; 0.12% of 190,000 active; Bim-Bfl-1 binding inhibition; AID 1008, 2008;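 note: 0% = wells without compound plus tracer and 100% = blocker peptide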
# RGS7-Gao reg – RGS7-Galphao binding modulators, primary screen, biochemical, multiplexed bead flow cytometry | Guanine nucleotide-binding protein G(o) subunit alpha (Homo sapiens), P09471 | actives lie on both sides | binding response (% of control), % at 10 µM | 0.35% of 220,000 active; in the data active = binding response below about 49% or above about 150%; inconclusive = no clear call, values can overlap the other calls; inactive = in between;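 note: fluorescent Galphao held in activated GDP-AlF4 state binding bead-coupled RGS7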
# RGS4-Gao reg – modulators of RGS4 binding to Galphao, primary screen, biochemical, multiplexed bead flow cytometry. actives lie on both sides. binding response (% of control), % at 10 µM. 0.33% of 220,000 active. AID 1415, 2008; in the data active = binding response below about 49% or above about 150%; inactive = in between;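 note: fluorescent Galphao activated with aluminum fluoride binding bead-coupled RGS4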
# The depositor's hits bear a star; ? = inconclusive. Cut-off read from the data, not from the text of the source, unless noted: active = inhibition above about 40%.
Compound	ABCG2 block	Mcl-1 Bim block	Bim-Bcl-XL	Bim-Bcl-W	Bcl-B Bim block	RGS8-Gao	Bcl-2 Bim block	ABCB1 inh	Bim-Bfl-1	RGS7-Gao reg	RGS4-Gao reg
O=C(NCCc1ccccc1)C(=Cc1ccc(C(=O)O)cc1)C(=O)NCCc1ccccc1	2.4	2.0	-1.0	0.0	-1.0	99.3	3.0	0.7	-2.0	97.5	97.7
COc1ccc(NC(=O)CSc2nnc3c4c(nc(-c5ccccc5)n23)CC(C)(C)OC4)cc1	-0.6	-4.0	-5.0	0.0	-3.0	88.1	-2.0	0.6	0.0	99.6	96.4
COc1ccccc1-n1c(N)cc(=O)nc1SCC(=O)Nc1cc(C)on1	3.5	4.0	-3.0	-1.0	0.0	98.9	4.0	1.0	-3.0	98.5	95.1
O=C(Nc1cnc2ccccc2c1)N1CCOCC1	1.9	-2.0	-5.0	-1.0	-6.0	97.3	-8.0	0.6	-10.0	101.6	98.3
Cc1cc(N2CCN(C)CC2)nc2ccc(NC(=O)CCC(=O)NCc3ccco3)cc12	-0.5	0.0	5.0	8.0	1.0	112.9	-1.0	-0.2	4.0	106.6	106.7
CCCCn1c(CCNC(=O)c2cccs2)nc2ccccc21	12.9	1.0	0.0	0.0	-1.0	102.7	-2.0	1.7	0.0	108.0	106.6
Cc1cc(C)c2c(CC(=O)Nc3nccs3)coc2c1	26.2	-7.0	-10.0	-1.0	-11.0	101.6	-11.0	0.8	-22.0	101.1	104.0
CCN(CC(=O)NCc1cccs1)c1ccc(S(=O)(=O)N2CCCC2)cn1	1.6	0.0	-1.0	1.0	-4.0	93.9	-1.0	0.6	0.0	89.9	90.7
Cc1ccc(NC(=O)CSc2nnc(-c3ccco3)c(-c3ccco3)n2)cc1	-2.3	2.0	-1.0	4.0	-6.0	88.6	-1.0	-0.8	15.0	92.8	94.8
CN(C)/C(Cn1cncn1)=C1/N=C(c2c(F)cccc2F)OC1=O	3.0	-2.0	1.0	-1.0	-2.0	98.0	-3.0	0.8	-5.0	96.0	95.8
CCCn1c(C)nc2c(c1=O)c1nc3ccccc3nc1n2CCC1=CCCCC1	10.6	0.0	0.0	4.0	3.0	99.2	4.0	2.0	13.0	103.7	101.9
COc1ccc(CNC(=O)C(C)OC(=O)C23CC4CC(CC(O)(C4)C2)C3)cc1 (stereo unspecified)	16.1	0.0	-1.0	0.0	0.0	101.5	3.0	-2.2	0.0	98.2	100.6
COc1ccc(OC)c(Nc2nc3nonc3nc2N2CCCCC2)c1	1.0	-1.0	-6.0	0.0	-8.0	100.9	-7.0	0.1	-11.0	98.3	97.2
CCC(Sc1nc(-c2cccc(OC)c2)c(C#N)c(=O)[nH]1)C(=O)Nc1nnc(C(C)C)s1 (stereo unspecified)	-5.8	-1.0	-5.0	0.0	-1.0	99.5	-8.0	-0.6	-6.0	97.4	101.4
COc1ccccc1NC(=O)CSc1nnc(-c2ccccc2)o1	7.9	2.0	0.0	2.0	-3.0	100.6	-2.0	0.8	-7.0	104.5	102.3
CCN(Cc1ccccc1)C(c1ccc(Cl)cc1)c1nnnn1C(C)(C)C (stereo unspecified)	0.9	0.0	-1.0	1.0	-3.0	98.4	0.0	0.4	-4.0	101.2	103.5
COc1ccc(Cc2nnc(Nc3ccccc3OC)[nH]c2=O)cc1	0.6	0.0	0.0	-3.0	-5.0	96.3	-9.0	0.3	-8.0	97.9	98.6
CC1CCCC(C)N1C(=O)CN1CCN(c2nc(-c3ccc(F)cc3)cs2)CC1 (stereo unspecified)	1.8	1.0	0.0	0.0	0.0	100.3	1.0	0.4	1.0	100.3	99.8
CCN1C(=O)c2cccc3c(S(=O)(=O)Nc4ncccc4C)ccc1c23	9.0	-1.0	0.0	1.0	0.0	89.9	-3.0	1.5	0.0	98.2	99.1
COc1ccc(-c2nc(N)ncc2Oc2ccccc2Br)c(O)c1	4.0	3.0	1.0	2.0	-5.0	100.5	-1.0	0.5	-12.0	95.9	98.7
O=C(Cc1ccc(Nc2nc(=S)[nH]c3ccccc23)cc1)NC1CCCCC1	-1.2	19.0	34.0	26.0	16.0	88.9	11.0	-0.7	6.0	88.4	94.4
Cc1cc(C)n2c(SCc3nnc(-c4cccs4)o3)nnc2n1	-1.0	-1.0	-5.0	-1.0	-5.0	98.9	-2.0	-0.3	-7.0	?	101.9
O=C(Nc1cccc(C(=O)N2CCN(c3cccc(Cl)c3)CC2)c1)c1ccccc1	13.7	-2.0	0.0	0.0	0.0	103.2	-1.0	3.6	-3.0	100.6	103.1
CCc1ccc(NC(=O)/C(C#N)=C/c2cn(CC(=O)O)c3ccccc23)cc1	-0.9	0.0	1.0	-1.0	-3.0	118.7	-4.0	-0.5	-8.0	115.6	116.9
COCCn1nc2cc(C(=O)NCC34CC5CC(CC(C5)C3)C4)ccc2c1OC	-0.1	-5.0	1.0	0.0	-2.0	91.2	-4.0	-0.1	0.0	97.3	97.1
CCN(CC(=O)Nc1ccc2c(c1)OCCO2)CC(=O)Nc1ccc2c(c1)OCO2	13.0	-3.0	2.0	2.0	-4.0	98.9	-1.0	1.2	-3.0	93.5	96.9
O=C(NCCCN=C1NS(=O)(=O)c2ccccc21)c1ccncc1	-0.6	1.0	0.0	-3.0	-1.0	101.7	0.0	0.2	0.0	100.2	96.4
O=C(CCC1CCCN(C(=O)c2ccc3[nH]ccc3c2)C1)N1CCN(c2ccccn2)CC1 (stereo unspecified)	2.1	0.0	-5.0	0.0	-1.0	100.8	1.0	0.3	-2.0	100.9	101.8
CC(C)n1c(-c2ccncc2)n[nH]c1=S	0.7	-2.0	-2.0	-1.0	-10.0	99.6	-4.0	-0.3	0.0	104.7	100.5
Cc1ccsc1C(=O)OCC(=O)NCc1ccc2c(c1)OCO2	1.3	-5.0	-13.0	0.0	-6.0	103.5	-7.0	0.5	-14.0	104.4	103.1
O=C(CCN1C(=O)c2cccc3cccc(c23)C1=O)Nc1ccon1	3.5	1.0	1.0	0.0	-2.0	99.3	-2.0	0.3	-1.0	104.5	103.1
COCCn1nnnc1CN1CCOCC1	19.7	1.0	1.0	0.0	1.0	100.9	-2.0	2.3	-5.0	93.5	99.4
Cc1[nH]nc(Nc2ccccc2)c1[N+](=O)[O-]	3.2	0.0	0.0	1.0	2.0	98.1	2.0	0.6	0.0	90.7	91.3
COc1ccccc1CN(Cc1cc2cc3c(cc2[nH]c1=O)OCCO3)Cc1nnnn1Cc1ccco1	2.1	2.0	0.0	-1.0	0.0	92.8	-4.0	0.4	4.0	99.8	98.3
COc1ccc(C(=O)Nc2ccc(N3CCOCC3)cc2)cc1OC	25.7	-1.0	-4.0	-4.0	-8.0	98.9	-8.0	-0.4	-13.0	129.5	111.8
CCC(C)(C)c1ccc(OCCN2C(=O)NC(C)(C)C2=O)cc1	7.1	-5.0	-11.0	-3.0	-9.0	100.3	-11.0	0.6	-20.0	100.6	101.2
O=C(COC(=O)COc1ccccc1)Nc1ccc(OC(F)(F)F)cc1	-0.1	4.0	0.0	0.0	4.0	92.2	7.0	-0.1	2.0	95.4	94.0
O=C(COc1ccccc1)Nc1ccc(N2CCN(C(=O)c3ccco3)CC2)cc1	15.0	0.0	1.0	0.0	-2.0	102.7	-1.0	-1.2	-2.0	96.0	105.9
COc1ccc(NC(=O)c2cc3sccc3n2Cc2ccc(F)cc2)cc1OC	40.9	-2.0	-5.0	0.0	-9.0	104.7	-7.0	-0.3	-16.0	98.7	102.1
COc1ccc(-n2c(Cn3nnc4ccccc43)n[nH]c2=S)cc1	-1.7	-3.0	-6.0	-4.0	-13.0	102.4	0.0	-1.1	1.0	98.7	92.5

# In the list so far, 2 have a Cl atom:
Compound	ABCG2 block	Mcl-1 Bim block	Bim-Bcl-XL	Bim-Bcl-W	Bcl-B Bim block	RGS8-Gao	Bcl-2 Bim block	ABCB1 inh	Bim-Bfl-1	RGS7-Gao reg	RGS4-Gao reg
CCN(Cc1ccccc1)C(c1ccc(Cl)cc1)c1nnnn1C(C)(C)C (stereo unspecified)	0.9	0.0	-1.0	1.0	-3.0	98.4	0.0	0.4	-4.0	101.2	103.5
O=C(Nc1cccc(C(=O)N2CCN(c3cccc(Cl)c3)CC2)c1)c1ccccc1	13.7	-2.0	0.0	0.0	0.0	103.2	-1.0	3.6	-3.0	100.6	103.1

# (next part)
Compound	ABCG2 block	Mcl-1 Bim block	Bim-Bcl-XL	Bim-Bcl-W	Bcl-B Bim block	RGS8-Gao	Bcl-2 Bim block	ABCB1 inh	Bim-Bfl-1	RGS7-Gao reg	RGS4-Gao reg
CN(CC(=O)NCc1ccccn1)S(=O)(=O)c1ccc2ccccc2c1	2.4	0.0	0.0	1.0	2.0	91.9	3.0	1.0	4.0	97.5	96.3
CCCSc1nc(C)c(-c2csc(C(C#N)=C3CCCC3)n2)cc1C#N	1.0	2.0	2.0	3.0	-1.0	96.7	-3.0	-0.3	0.0	84.6	81.5
Cc1ccnc(NC(=O)CCC(=O)N(CC(=O)NC(C)(C)C)c2ccc(F)c(Cl)c2)c1	1.5	-2.0	-4.0	-2.0	-4.0	100.9	-5.0	0.3	-7.0	101.1	101.8
CCCc1ccccc1OCCNC(=O)c1cc(=O)n(C)c(=O)n1C	4.4	-2.0	-6.0	-1.0	-10.0	100.7	-5.0	0.3	-6.0	101.3	97.3
COc1ccccc1CNC(=O)c1csc(Cc2ccc(Cl)cc2)n1	2.6	0.0	-13.0	2.0	-5.0	101.6	-3.0	0.7	-12.0	103.0	101.2
c1ccc(-c2csc(NNC3=NCCCCC3)n2)cc1	1.4	-4.0	1.0	0.0	-14.0	104.4	-12.0	0.5	-4.0	115.9	103.8
COc1ccc(NC(=O)c2ccc(-n3c(C)ccc3C)cc2)c(OC)c1	-1.0	-2.0	-3.0	0.0	-3.0	104.6	-6.0	-0.6	-5.0	102.7	98.7
CCN(CC)c1ccc(C(NC(C)=O)NC(C)=O)cc1	4.0	5.0	10.0	4.0	4.0	91.7	3.0	0.7	4.0	102.1	97.3
O=C1C(Cl)=C(Nc2cccc(O)c2)C(=O)N1Cc1ccccc1	5.0	0.0	-5.0	0.0	-17.0	98.7	-1.0	0.6	5.0	96.4	98.1
c1ccc(CN2CCC(Nc3ncnc4sccc34)CC2)cc1	2.7	0.0	-1.0	-2.0	-2.0	104.4	-2.0	3.7	-5.0	?	107.5
